Screening data as filed in PubChem BioAssay.
FN deposit inh = fibronectin deposition inhibition; AH1F fibroblasts, Alexa488-fibronectin deposition fluorescence, overnight; inhibition, % at 12.6 µM; actives 0.086% (n = 350,000); AID 743247;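 active means mean inhibition across replicates of 30% or more, regardless of how many single replicates reach that level; inconclusive means mean under 30% yet at least half of replicates reach 30%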;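 further: positive control wells lacked labelled fibronectin entirely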
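Material: AH1F fibroblast monolayer depositing Alexa488-labelled fibronectin into matrix / Amount: 10000 AH1F cells per well / Signal: fluorescence 485/525 nm / Medium: DMEM, 2% serum / Compound: single dose, pinned / Incubation: 1 h cell adhesion before compound, then overnight fibronectin incubation / Reagent: Alexa488-FN, 24 nM final / Read-out: inhibition of fibronectin deposition signal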
miR-122 sensor = inhibitors of miR-122 in Huh7 cells. AID 602342. activation (reporter increase), % at 12.5 µM. actives 0.3% (n = 340,000). Huh7 miR-122 Renilla luciferase sensor, 48 h; neutral wells = 0, positive control = 100;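 active means mean replicate activation score at least 90 and every replicate individually at or above 90; inconclusive means only one of the two criteria met; inactive means neither criterion met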;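 further: higher luciferase means less miR-122 activity so hits act as miR-122 inhibitors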
INS-1E GSIS act = primary screen for activators of insulin secretion dependent on glucose, INS-1E cells, GLuc reporter luminescence; INS-1E GLuc reporter insulin secretion, 2-3 h; activation, % at 16.6 µM; actives 0.61% (n = 370,000); AID 743287;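 active means lowest replicate activation of at least 40%, so every replicate reaches that level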;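 further: 0% = median of neutral control wells and 100% = median of IBMX positive control wells; some compounds called inactive have numbers as strong as hits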
CFTR F508del cor = CFTR F508del correction in bronchial cells | activity (quench increase), % at 7.58 µM | CFBE cells, YFP halide quenching; stimulated with forskolin plus potentiator P3; % fluorescence drop versus neutral controls | AID 720511 | actives 0.36% (n = 350,000);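 active means mean added fluorescence quench of at least 8% versus neutral control, with both replicates also reaching 8%; inconclusive means only one of the mean or replicate conditions met; inactive means mean below 8% and not both replicates reaching 8%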;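 further: cells transiently co-express mutant CFTR-F508del with the halide-sensitive YFP; corrector assay measuring rescue of mutant channel to the surface after 24 h compound exposure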
PAX8 reporter = inhibitors of PAX8 transcriptional activity in RMG-I cells; RMG-I TPO-luciferase reporter, SteadyGlo, 24 h; inhibition, % at 12.6 µM; actives 1.2% (n = 360,000); AID 652154;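 active means mean replicate inhibition at least 60% with every replicate also reaching 60%; inconclusive means only one of the two criteria is met; inactive means mean below 60% and not all replicates reaching 60%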;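 further: luciferase light reporting Pax8 driven TPO promoter activity; plate controls were median of neutral control wells for no effect and mitoxantrone controls for full effect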
DENV2 CPE rescue = DENV2-induced cell death inhibition. DENV2-infected cells, cytopathic effect rescue, plate reader. CPE inhibition, % at 9.99 µM. actives 1.7% (n = 350,000). AID 651640; in the data active means CPE inhibition above about 20%, passing the limit was not always enough; inconclusive means no clear call, values can overlap the other calls; tested in BHK-21 cells;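 further: 0% = median of neutral control wells and 100% = median of positive control wells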
EWS-Fli inh = inhibitors of EWS/Fli oncoprotein transcriptional activity; actives 0.67% (n = 350,000); inhibition, % at 12.6 µM; AID 651661; A673 NR0B1-luciferase reporter, viability-normalised;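 active means mean inhibition of at least 50% after viability correction, with every replicate also passing that limit; inconclusive means mean reaches 50% but only one of two replicates passes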;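 further: firefly luciferase signal divided by Alamar Blue viability fluorescence both relative to DMSO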
Starred values were filed as active, the others as inactive; u = inconclusive; x = no result given; [ ] = dose if it differs, or a comment. Not a hit list; overall some 3.9% were active at least once.

SMILES	FN deposit inh	miR-122 sensor	INS-1E GSIS act	CFTR F508del cor	PAX8 reporter	DENV2 CPE rescue	EWS-Fli inh
Cc1cc(NC(=O)c2cc(CC(C)C)on2)n(-c2ccccc2)n1	-0.9	x	4.3	-1.5	1.6	6.0	-6.2
O=C(c1cc(-c2ccc(Cl)c(Cl)c2)on1)N1CCN(c2ccccc2)CC1	1.4	-9.9	0.0	x	x	x	x
CCOC(=O)C1=CCN(S(=O)(=O)c2ccc(C)cc2)C1c1cccc(Br)c1 (centres undefined)	1.7	-6.4	-10.5	2.7	10.0	-7.1	3.8
CCC(=O)N(C)C[C@@H]1Oc2ncc(-c3ccc(F)cc3)cc2C(=O)N([C@@H](C)CO)C[C@H]1C	-17.8	-4.4[16.7 µM]	12.6	1.5	x	-6.8	-16.0
O=C(O)c1ccc(-n2nc(-c3ccccc3)c3ccccc3c2=O)cc1	2.3	-0.6	65.3*	0.2	-3.2	3.7	x
C=CCC1Cc2c(Br)cccc2C(CC=C)N1 (centres undefined)	-5.3	x	15.3	-0.6	19.4	5.0	9.5
COc1ccc(OCC(O)CN2CCc3ccccc3C2)cc1 (centres undefined)	3.6	2.6	16.8	-0.7	12.7	-2.7	0.2
CCOC(=O)C1=CCN(S(=O)(=O)c2ccccc2C)C1c1cccc(Br)c1 (centres undefined)	-10.9	0.3	-11.4	-0.9	15.7	0.4	0.3
O=C(COc1ncnc2cc([N+](=O)[O-])ccc12)NC(=O)NC1CCCCC1	0.9	-1.6	-4.5	-0.7	7.5	3.2	13.3
O=C(c1cccnc1)N1CC2(C1)[C@@H](c1ccccc1)[C@H](CO)N2Cc1cccnc1	0.4	x	3.3	-3.4	4.6	-2.1	6.8
COc1cc(C(C)=O)ccc1COc1ccc(C(=O)OCC(=O)NC(C)(C)C)cc1OC	2.0	x	4.0	x	-10.0	17.5	3.7
CC1=CC(c2ccccc2)n2nc(NC(=O)CCCC(=O)O)nc2N1 (centres undefined)	-6.5	x	7.6	-0.9	-0.1	1.3	7.2
Cc1cnc(C(=O)Nc2ccc(S(=O)(=O)NCC(C)C)cc2)cn1	-8.7	x	2.0	-0.1	-35.4	1.9	-3.3
C/C=C(/C)C(=O)O[C@@H]1[C@H](OC(=O)C=C(C)C)c2c(ccc3ccc(=O)oc23)OC1(C)C	-3.5	-4.5	6.1	0.0	4.2	x	1.6
O=C(CN1CCN(c2ccccn2)CC1)NC1CCCC1	3.1	3.6	x	x	-8.8	x	x
CC=Cc1ccc2n(c1=O)C[C@H]1[C@H](CO)[C@@H](C(=O)NCCC)[C@@H]2N1C(=O)c1ccncc1 (mixture of isomers)	x	x	4.3	-0.3	x	1.8	-4.4
CC1CCN(C(=O)CSc2nnc(CNC(=O)COc3ccc(Cl)cc3)o2)CC1	9.5	6.7	x	x	20.9	x	x
N#CCSc1nc2sccc2c(=O)n1-c1ccccc1	0.8	-2.8	3.5	0.1	-13.5	0.2	-7.4
COc1ccc2nc(/N=C/c3c(C)[nH]n(-c4ccc(C)cc4C)c3=O)sc2c1	2.3	9.8	-3.3	x	1.7	5.6	x
CCOCCCNC(=O)CN(c1cc([N+](=O)[O-])ccc1OC)S(C)(=O)=O	-4.3	x	x	0.4	-8.3	-5.0	0.3
COc1ccccc1CNc1nc(=S)[nH]c2cc(OC)c(OC)cc12	1.9	x	1.7	-0.5	26.9	7.8	13.1
COc1ccccc1C(=O)N/N=C(\C)CC(=O)Nc1ccc(Cl)cn1	-11.0	x	-12.0	-1.4	11.4	u	13.4
COc1ccc(C(C)=O)cc1COC(=O)CCNS(=O)(=O)c1ccc(C)cc1	x	4.5	-37.7	2.2	-15.0	1.4	-3.0
NC(=O)COC(=O)CC12CC3CC(CC(Br)(C3)C1)C2	7.5	x	-1.3	-3.7	13.0	9.6	-0.6
NC(Cc1ccccc1)c1csc(NC(=O)c2cccc(OC(F)(F)F)c2)n1 (centres undefined)	0.4	-5.8	-21.2	4.8	-2.7	1.3	19.3

The list continues:
SMILES	FN deposit inh	miR-122 sensor	INS-1E GSIS act	CFTR F508del cor	PAX8 reporter	DENV2 CPE rescue	EWS-Fli inh
Cc1cccc(Cl)c1OCCCN1CCOCC1	-1.9	-2.6	13.4	2.0	23.4	0.4	-3.3
Cc1ccc(S(=O)(=O)N2CCN(C(=O)c3ccccc3)C2)cc1[N+](=O)[O-]	-7.5	x	11.4	-0.6	-2.8	4.9	-12.1
CN(C)C(=O)c1sccc1Oc1ccc(F)cc1[N+](=O)[O-]	-18.9	x	4.6	2.8	-7.7	11.0	4.3
Cc1cc(OC(=O)c2cc(F)c(F)cc2Cl)nc(C)n1	-6.5	8.8	-2.4	x	10.0	x	x
COc1ccc(NC(=O)N(C)C[C@H]2OCCCC[C@H](C)Oc3ccc(N(C)C)cc3C(=O)N([C@H](C)CO)C[C@@H]2C)cc1	x	-11.4[16.7 µM]	-5.8	0.3	-6.6	u	-6.8
Cc1ccc(S(=O)(=O)N2C[C@H](O)COC[C@H]3O[C@H](CC(=O)NCc4ccc5c(c4)OCO5)CC[C@@H]32)cc1	-7.1	7.6[16.7 µM]	3.1	-0.9	19.1	-8.2	4.6
Cc1sc2ncnc(SCC(=O)N3CCCC(C(N)=O)C3)c2c1C (centres undefined)	-2.5	-3.3	5.8	-0.4	-6.1	-7.7	4.2
COc1cc(NC(=S)N2CCCC(CO)C2)cc(OC)c1 (centres undefined)	-0.6	2.8	-2.6	2.1	-20.1	0.1	-5.3
CNC(=O)CN(c1ccc(C23CC4CC(CC(C4)C2)C3)cc1)S(C)(=O)=O	7.1	x	-7.6	-3.9	-22.9	-2.5	-1.7
CC1CN(C(=O)COC(=O)c2ccc(Cl)c(S(=O)(=O)N3CCCCC3)c2)CC(C)O1 (centres undefined)	-1.5	-1.7	-31.1	2.1	-102.8	3.9	-1.8
COc1cc(/C=C2\SC(=S)N(N3CCOCC3)C2=O)cc(OC)c1OC	9.6	-1.6	18.3	x	-0.2	x	x
COC(=O)c1cc2c(c3c4cc(C)ccc4n(S(=O)(=O)c4ccc(OC)cc4)c13)C(=O)N(Cc1ccc(C(F)(F)F)cc1)C2	-3.0	x	x	-0.2	-197.0	19.2	13.8
O/N=C/Cc1[nH]c2ccccc2c1-c1ccccc1	6.7	2.0	-34.5	-3.6	16.7	-3.5	5.8
O=C(Nc1ccnc(-c2cccnc2)n1)c1cccs1	-24.5	-17.4	12.8	-0.9	15.3	1.4	-9.7
COc1cccc(/C=C/C(=O)OCC(=O)Nc2ccc(N3CCOCC3)cc2)c1OC	-10.7	x	14.4	2.4	-21.1	-10.4	1.1
CC(C)NC(=O)N(C)C[C@H]1Oc2ncc(C#CCC3CCCC3)cc2C(=O)N([C@@H](C)CO)C[C@@H]1C	5.1	15.7[16.7 µM]	0.3	-1.1	x	2.5	13.3
CCOC(=O)c1c(S(=O)(=O)NCc2ccco2)c(C)n(C)c1C	14.9	58.6	9.3	-0.4	-9.4	5.4	x
O=C(C[C@H]1CC[C@H](NC(=O)Nc2ccc(F)cc2)[C@@H](CO)O1)NCCN1CCCC1	-4.8	x	4.3	-3.4	-0.8	0.1	4.4
COc1ccc(S(=O)(=O)N2CCCOC2CNC(=O)C(=O)NCc2ccccc2C)cc1 (centres undefined)	-0.4	0.1	x	2.0	8.4	3.4	-4.9
Cn1c(=O)cc(SCC(=O)N2CCN(C3CCCCC3)CC2)c2ccccc21	1.9	-11.9	-14.9	-1.9	12.3	-2.2	6.6
CC(=O)Nc1nnc(CCS(=O)(=O)c2ccc(C)cc2)s1	4.7	0.3	-1.5	-1.4	-5.2	20.0	24.7
CCc1ccc(Sc2cc(C(=O)NCCN3CCOCC3)c3ccccc3n2)cc1	-2.4	7.2	-25.0	x	6.0	x	x
COc1ccc(CN2CCNC(=O)C2CC(=O)N2CCCN(C(C)=O)CC2)c(OC)c1 (centres undefined)	-1.9	-3.4	-12.7	-1.3	0.2	-3.6	-1.3
CCc1ccc(Oc2coc3cc(OCC(=O)Nc4cc(C)ccc4C)ccc3c2=O)cc1	3.3	4.7	15.3	2.0	2.7	7.0	39.2
CC1CN(C)C(C)C/C1=N\Oc1ccc([N+](=O)[O-])cc1 (centres undefined)	0.8	-19.2	3.3	-0.2	-0.4	9.5	-9.6
C[C@@H]1CN([C@@H](C)CO)C(=O)c2cc(C#CC3(O)CCCC3)cnc2O[C@H]1CN(C)C(=O)C1CC1	x	-1.8[16.7 µM]	6.0	-1.4	x	x	0.0
CCOC(=O)C1=C(CC)Nc2ccccc2N=C1NC(=O)Cn1cnc2ccccc2c1=O	0.2	-5.2	14.0	x	x	x	x
CN(C)CC(=O)N[C@@H]1CC[C@@H](CC(=O)NCCN2CCCCC2)O[C@H]1CO	-6.6	x	21.5	0.2	2.3	0.5	5.1

Copied from the results shown, twelve compounds:
SMILES	FN deposit inh	miR-122 sensor	INS-1E GSIS act	CFTR F508del cor	PAX8 reporter	DENV2 CPE rescue	EWS-Fli inh
CCOC(=O)c1c(S(=O)(=O)NCc2ccco2)c(C)n(C)c1C	14.9	58.6	9.3	-0.4	-9.4	5.4	x
O=C(C[C@H]1CC[C@H](NC(=O)Nc2ccc(F)cc2)[C@@H](CO)O1)NCCN1CCCC1	-4.8	x	4.3	-3.4	-0.8	0.1	4.4
COc1ccc(S(=O)(=O)N2CCCOC2CNC(=O)C(=O)NCc2ccccc2C)cc1 (centres undefined)	-0.4	0.1	x	2.0	8.4	3.4	-4.9
Cn1c(=O)cc(SCC(=O)N2CCN(C3CCCCC3)CC2)c2ccccc21	1.9	-11.9	-14.9	-1.9	12.3	-2.2	6.6
CC(=O)Nc1nnc(CCS(=O)(=O)c2ccc(C)cc2)s1	4.7	0.3	-1.5	-1.4	-5.2	20.0	24.7
CCc1ccc(Sc2cc(C(=O)NCCN3CCOCC3)c3ccccc3n2)cc1	-2.4	7.2	-25.0	x	6.0	x	x
COc1ccc(CN2CCNC(=O)C2CC(=O)N2CCCN(C(C)=O)CC2)c(OC)c1 (centres undefined)	-1.9	-3.4	-12.7	-1.3	0.2	-3.6	-1.3
CCc1ccc(Oc2coc3cc(OCC(=O)Nc4cc(C)ccc4C)ccc3c2=O)cc1	3.3	4.7	15.3	2.0	2.7	7.0	39.2
CC1CN(C)C(C)C/C1=N\Oc1ccc([N+](=O)[O-])cc1 (centres undefined)	0.8	-19.2	3.3	-0.2	-0.4	9.5	-9.6
C[C@@H]1CN([C@@H](C)CO)C(=O)c2cc(C#CC3(O)CCCC3)cnc2O[C@H]1CN(C)C(=O)C1CC1	x	-1.8[16.7 µM]	6.0	-1.4	x	x	0.0
CCOC(=O)C1=C(CC)Nc2ccccc2N=C1NC(=O)Cn1cnc2ccccc2c1=O	0.2	-5.2	14.0	x	x	x	x
CN(C)CC(=O)N[C@@H]1CC[C@@H](CC(=O)NCCN2CCCCC2)O[C@H]1CO	-6.6	x	21.5	0.2	2.3	0.5	5.1
